# p53null 39C kill = qHTS Screen for Compounds that Selectively Target Cancer Cells with p53 Mutations: Cytotoxicity of p53 Null Cells at the Nonpermissive Temperature; H1299 p53-null (neo) cells, 39C, ATPlite viability, 24 h; Potency, µM (top dose mostly 46.1 µM), for inactives: at the highest dose activity, negative = cell killing, actives largely listed as cytotoxic; 55,000 tested, 0.97% active;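 also: potency is read from the fitted curve at half-maximal effect; 0% = DMSO only and -100% = full killing by 100 µM tamoxifen; nearly all actives have a fitted effect of over 50% in size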
#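 Cells seeded at 600/well, 37C overnight. Compound added (up to 46 uM), plates shifted to 39C for 24 hr. ATPlite added, luminescence read after 20 min at room temperature.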
# GALK inh = qHTS Assay for Inhibitors of Human Galactokinase (GALK): NCGC Sytravon Library Screen; recombinant GALK, Kinase-Glo ATP luminescence, 1 h; 44,000 tested, under 10 active; AID 1347072, 2019; Potency, µM (top dose mostly 57.5 µM), inactives show at the highest dose activity, negative = inhibition, usual class: inhibitors;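 also: plate controls were full GALK reaction for no effect and reaction lacking GALK for full effect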
# Target sequence (P51570 whole entry, looked up): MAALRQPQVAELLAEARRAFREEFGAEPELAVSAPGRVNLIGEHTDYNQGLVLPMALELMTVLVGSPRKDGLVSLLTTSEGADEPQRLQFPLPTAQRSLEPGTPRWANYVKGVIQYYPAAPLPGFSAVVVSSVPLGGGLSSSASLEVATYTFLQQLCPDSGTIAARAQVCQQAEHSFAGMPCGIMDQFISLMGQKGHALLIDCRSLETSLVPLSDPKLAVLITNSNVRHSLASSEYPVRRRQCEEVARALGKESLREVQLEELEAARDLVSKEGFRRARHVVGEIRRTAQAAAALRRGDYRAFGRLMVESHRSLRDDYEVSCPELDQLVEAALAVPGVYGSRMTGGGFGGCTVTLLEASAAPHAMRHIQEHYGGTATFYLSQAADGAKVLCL
#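 Luminescent ATP-depletion readout (Kinase-Glo Plus) after 1 h room-temperature incubation of human GALK (5 nM) with galactose 100 µM and ATP 35 µM, pH 8.0 HEPES/Mg2+ buffer; compounds tested in qHTS format.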
# TSG101-PTAP inh = qHTS Validation Assay for Inhibitors of HIV-1 Budding by Blocking the Interaction of PTAP/TSG101: Sytravon Library Screen; Tumor susceptibility gene 101 protein (Homo sapiens), Q99816; Fluorescence polarization, FITC-PTAP peptide/Tsg101, 20 min; Potency, µM (series often up to 115 µM), without a hit: at the top dose activity change, negative = inhibition, actives largely listed as inhibitors; 44,000 tested, under 10 active; AID 1347069, 2019; also: potency is read from the fitted curve at half-maximal effect; 0% is about no effect
# Target sequence (Q99816 whole entry, looked up): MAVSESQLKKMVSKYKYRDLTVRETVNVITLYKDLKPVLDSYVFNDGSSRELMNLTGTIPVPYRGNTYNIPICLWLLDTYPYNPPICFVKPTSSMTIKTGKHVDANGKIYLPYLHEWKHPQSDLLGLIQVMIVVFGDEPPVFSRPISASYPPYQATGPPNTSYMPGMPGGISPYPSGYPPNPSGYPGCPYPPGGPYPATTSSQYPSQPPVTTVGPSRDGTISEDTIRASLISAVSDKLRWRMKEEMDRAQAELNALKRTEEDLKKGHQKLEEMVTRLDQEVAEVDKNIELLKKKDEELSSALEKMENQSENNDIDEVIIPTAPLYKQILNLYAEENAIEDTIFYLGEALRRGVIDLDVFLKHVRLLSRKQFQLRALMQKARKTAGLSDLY
#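 Fluorescence polarization: Tsg101 binding domain (10 uM final) in 10 mM HEPES pH 7.5, 0.15 M NaCl, 0.01% Tween 20, 3 mM EDTA, 0.1 mM TCEP; compounds pinned; FITC-PTAP peptide 50 nM final; 20 min, r.t.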
# NTMT1 inh = Primary qHTS for Inhibitors of N-terminal methyltransferase 1 (NTMT1): MTaseGlo Assay; N-terminal Xaa-Pro-Lys N-methyltransferase 1 (Homo sapiens), Q9BV86; NTMT1 MTase-Glo SAH luminescence, purified enzyme; Potency, µM (highest dose often 114 µM), without a hit: at the top dose activity change, negative = inhibition, usual class: inhibitors; 59,000 tested, 2.5% active; AID 1645870, 2021;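 also: potency is read from the fitted curve at half-maximal effect; plate controls were DMSO vehicle for no effect and no enzyme for full effect; nearly all actives have a fitted effect of over 65% in size; many of its hits are not listed in these tables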
# Target sequence (Q9BV86 whole entry, looked up): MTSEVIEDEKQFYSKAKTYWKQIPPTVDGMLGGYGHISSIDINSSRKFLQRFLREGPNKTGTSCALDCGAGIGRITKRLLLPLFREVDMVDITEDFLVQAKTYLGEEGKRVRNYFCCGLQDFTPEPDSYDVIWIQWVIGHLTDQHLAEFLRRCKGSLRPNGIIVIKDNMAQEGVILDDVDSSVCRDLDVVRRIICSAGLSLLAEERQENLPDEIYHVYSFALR
# B2AR arrestin ag = qHTS assay of beta-arrestin-biased ligands of beta2-adrenergic receptor: NCGC Sytravon Library Screen; Beta-2 adrenergic receptor (Homo sapiens), P07550; HTLA Tango cells, beta-arrestin recruitment, luciferase luminescence, 18 h; Potency, µM (top dose mostly 46.1 µM), inactives show top-dose activation, most hits filed as activators; 44,000 tested, under 10 active; AID 1347077, 2019;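 also: potency is read from the fitted curve at half-maximal effect; 0% = DMSO and full agonism = EC100 isoproterenol or metaproterenol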
#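 Ligand-induced beta-arrestin recruitment to recombinant beta2-AR is measured via a tTA-driven luciferase reporter in Tango cells after 18 hr compound exposure at 37 degrees C. Concentrations span up to 46 microM.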
# FH mod = Identification of activators of human fumarate hydratase by quantitative high-throughput screening. 54,000 tested, 0.22% active. Fumarate hydratase, mitochondrial (Homo sapiens), P07954. FH coupled MDH/diaphorase resazurin fluorescence, 15 min. Potency, µM (top dose mostly 79.9 µM), for inactives: at the highest dose activity change, negative = inhibition, most hits filed as inhibitors; also: potency is read from the fitted curve at half-maximal effect; % is scaled to controls: 0 for no effect and ±100 for the full control effect; the screen sought activators but most active calls are inhibition curves; nearly all actives have a fitted effect of over 45% in size
# p53null 32C tox = qHTS Screen for Compounds that Selectively Target Cancer Cells with p53 Mutations: Cytotoxicity of p53 Null Cells at the Permissive Temperature. H1299-neo p53 null cells, ATP luminescence, 24 h, 32C. Potency, µM (series often up to 46.1 µM), for the others: at the highest dose activity change, negative = cytotoxicity, actives largely listed as cytotoxic. 55,000 tested, 0.62% active;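 also: potency is read from the fitted curve at half-maximal effect; 0% = DMSO only and -100% = full killing by 100 µM tamoxifen; nearly all actives have a fitted effect of over 55% in size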
#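 Cytotoxicity: H1299-neo (no p53), 32C, 24 h treatment. Concentrations up to 46 uM. Readout cellular ATP, luminescence. Normalization to DMSO basal and tamoxifen 100 uM maximal kill.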
# The depositor's hits bear a star; ? = inconclusive; · = not tested or not shown; & = joins results of further samples; [ ] = dose if it differs, or a comment. Calls follow the shape of the dose curve; as a rule, active = well fitted curve in the direction sought with a large enough effect; inconclusive = small, poorly fitted or top-dose-only effect, or another doubt; inactive = no such curve, though single readings can be large; an effect the other way counts as inactive or inconclusive. This is a subset, so the mix of outcomes need not match the whole.
SMILES,p53null 39C kill,GALK inh,TSG101-PTAP inh,NTMT1 inh,B2AR arrestin ag,FH mod,p53null 32C tox
COCCNC(=O)CSc1nc(-c2cc(OC)c(OC)c(OC)c2)[nH]c1-c1ccc(Cl)cc1,-12%,?,-5%,-5%,?,-20%,-5%
Cc1ccc2c(=O)cc(C(=O)Nc3c(C(=O)c4ccccc4)oc4ccccc34)oc2c1C,-1%,2%,-2%,20%,0%,-4%,-1%
CCOC(=O)N1CCN(Cc2nc3cc(NC(=O)c4ccccc4Cl)ccc3n2C(C)C)CC1,?,-1%,2%,25%,-4%,-6%,-8%
CCC(Sc1nc2c(sc3ccccc32)c(=O)n1CCc1ccc(OC)c(OC)c1)C(=O)N(CC)CC (stereo unspecified),47%[activator],4%,-6%,6%,-3%,?,31%[activator]
CCOc1ccc(C(=O)NCc2ccc3c(c2)CCN3C(=O)c2ccc(C)cc2)cc1OCC,1%,-1%,5%,5%,6%,-11%,7%
COc1ccc(OC)c(CNc2nc3ccc(C)cc3n3nnnc23)c1,3%,1%,1%,·,0%,·,-1%
COc1ccc(Cl)cc1C(=O)Nc1sc2c(c1C(=O)OC(C)C)CCCC2,-12%,-13%,2%,-3%,0%,-22%,-6%
CCCCCn1c(=O)[nH]c2cc(C(=O)Nc3ccc(F)c(F)c3)ccc2c1=O,-8%,-5%,0%,-6%,1%,-4%,-1%
Cc1ccsc1CN(Cc1ccco1)c1cnc(S(C)(=O)=O)nc1C(=O)Nc1ccc(Cl)cc1,-1%,7%,-3%,13%,-5%,-19%,-9%
CCOC(=O)c1c(NC(=O)COc2ccc(OC)cc2)sc(C(=O)N(CC)CC)c1C,102%[activator],0%,-11%,8%,-1%,?,5%
CCc1ccc(NC(=O)Nc2nnc(N(C)C3CCCCC3)s2)cc1,-12%,3%,-2%,7%,1%,3%,-5%
Cc1ccccc1OCC(=O)Nc1cc(-c2cccc(Br)c2)nn1-c1ccccc1,4%,-2%,0%,-2%,0%,-28%,5%
Cc1ccc(/C=C/c2onc(C)c2S(=O)(=O)N2CCC(C(=O)Nc3cc(C)ccc3C)CC2)cc1,-8%,0%,-1%,14%,-1%,-2%,0%
COc1ccc(N(C)C(=O)Cn2cnc3sc(C)c(S(=O)(=O)N4CCN(c5ncccn5)CC4)c3c2=O)cc1,-3%,1%,1%,5%,-2%,-11%,11%
Cc1ccccc1N1CC(c2nc3ccccc3n2Cc2ccc(Br)cc2)CC1=O (stereo unspecified),-11%,3%,-1%,-1%,-3%,?,-8%
O=C(COc1ccccc1)Nc1ccc(OCc2cc(=O)n3ccsc3n2)cc1,-7%,5%,2%,-8%,0%,-1%,0%
COc1ccc(Cn2c(C(=O)O)c(CNC3CCCC3)c3ccc(OC)cc32)cc1,-26%,1%,0%,?,2%,-18%,-6%
Cc1c(C)n(Cc2ccc(F)cc2)c2ccc(C(=O)Nc3ccc(Cl)cc3)cc12,-6%,1%,2%,4%,1%,-12%,17%
CC(=O)Nc1cccc(NC(=O)CSc2cn(CC(=O)N3CCCC3)c3ccccc23)c1,-12%,5%,2%,3%,1%,-13%,0%
Cc1ccc(CNC(=O)CN2C(=O)C3(SCC(=O)N3c3ccc(F)c(F)c3)c3ccccc32)cc1 (stereo unspecified),-5%,-1%,-3%,4%,5%,-15%,3%
COc1ccc(N2CCN(c3cc(C)nc4nncn34)CC2)cc1,-15%,2%,-4%,?,-2%,-3%,1%
COc1ccc(NC(=O)Cn2nc(C)c3c(C)n(-c4ccccc4)nc3c2=O)cc1OC,2%,-3%,1%,?,-1%,-13%,-1%
O=C(CCCn1c(=O)c2sccc2n(Cc2ccc(Cl)cc2)c1=O)NCc1ccc2c(c1)OCO2,-3%,-3%,1%,-5%,-2%,-6%,8%
O=C(C1COc2cc(S(=O)(=O)Nc3ccc(Cl)cc3)ccc2O1)N1CCCC1 (stereo unspecified),-7%,0%,-1%,1%,2%,-3%,-7%
CCOc1ccc(C2=CC(c3cc(Br)ccc3F)n3ncnc3N2)cc1Cl (stereo unspecified),7%,1%,3%,9%,1%,3%,30%
COc1ccc(CNC(=O)Cn2ncn3nc(-c4cccs4)cc3c2=O)cc1,12%,?,-1%,-1%,-2%,3%,1%
Cc1ccc(CNC(=O)c2c(-c3ccc(F)cc3F)noc2C)o1,-16%,1%,-1%,-5%,-1%,-13%,12%
Fc1ccc(C(NCCc2ccc(Cl)cc2)c2nnc(-c3ccccc3Cl)o2)cc1 (stereo unspecified),-11%,3%,0%,·,1%,·,-3%
Cc1ccc2c(=O)cc(C(=O)Nc3nnc(CC(C)C)s3)oc2c1C,7%,-1%,-2%,-10%,-1%,?,1%
Cc1c(C(=O)N2CCC(C(=O)Nc3ccc(F)cc3)CC2)sc2nc[nH]c(=O)c12,-2%,0%,0%,3%,-1%,-2%,5%
CCC1CN(C(=O)Nc2ccc(C(=O)O)cc2)c2cc(Cl)ccc2O1 (stereo unspecified),-13%,-2%,-1%,-4%,-3%,0%,5%
COc1cccc(-c2nc3c(C#N)c[nH]n3c2NC2CCCC2)c1OC,2%,2%,-5%,6%,-2%,-11%,2%
Cc1cccc(CN2CCN(CC(=O)NCc3ccc(Cl)cc3)C2=O)c1,-19%,1%,-5%,-5%,1%,2%,3%
Cc1ccc(NC(=O)N2CCc3cc(S(=O)(=O)N4CCC(C)CC4)ccc32)cc1C,-4%,4%,-1%,-3%,-3%,-12%,-2%
COc1cc(NC(=O)c2cc(-c3cccc(Cl)c3)on2)c(OC)cc1Cl,-15%,7%,0%,·,1%,·,-4%
Cc1ccc(OC(C)C(=O)Nc2nonc2-c2ccc(Br)cc2)cc1C (stereo unspecified),17%,-11%,1%,15%,-3%,-21%,-4%
CC(C)CNc1ncnc2c1nnn2C,10%,1%,-4%,-11%,-2%,6%,-1%
CCOC(=O)c1sc(NC(=O)C(C)Sc2nc(-c3ccccc3)cc(C(F)(F)F)n2)c(C(=O)OC)c1C (stereo unspecified),-16%,3%,-1%,19%,-2%,-13%,-1%
CCOC(=O)C1CCN(C(=O)Cn2nc(C)n3c(cc4cc(C)ccc43)c2=O)CC1,4%,1%,-5%,2%,0%,-6%,-12%
CCOC(=O)c1sc2ncn(CC(=O)Nc3ccc(N(C)C)cc3)c(=O)c2c1C,-9%,5%,3%,-13%,0%,-5%,-5%
COc1ccc(C(=O)c2cnc3ccc(C)cc3c2S(=O)(=O)c2ccccc2)cc1,25%,-4%,3%,4%,0%,-15%,15%
Cc1ccc(CSc2nc3cccnc3n2Cc2nc(-c3ccccc3F)oc2C)cc1,?,6%,5%,19%,0%,?,-8%
COc1ccc(NC(=O)Cn2c(=O)c(-c3cc(C)ccc3NC(C)=O)nc3ccccc32)c(OC)c1,7%,0%,-1%,?,-2%,-3%,4%
CCOc1ccc(-c2nnc(SCC(=O)N(CC)c3cccc(C)c3)o2)cc1,16%,0%,3%,7%,-3%,-12%,-5%
COc1ccccc1Cn1c(CNS(=O)(=O)c2ccccc2Cl)nc2cccnc21,37%[activator],-5%,3%,5%,1%,2%,-1%
CCCN(C(=O)c1nn(-c2ccc(OC)cc2)c(=O)c2c1c1ccccc1n2C)c1ccc(CC)cc1,13%,-2%,0%,18%,-2%,-14%,7%
CCCn1c(=N)c(C(=O)NC2CCCC2)cc2c(=O)n3cccc(C)c3nc21,11%&6%,0%,-8%,-16%,0%,4%,2%&2%
Cc1ccc2c(c1)N(CC(=O)NCc1cccc(Cl)c1)C(=O)c1cccnc1O2,5%,1%,-2%,3%,-1%,-17%,8%

# Single records (already shown):
# Profile of `COc1ccccc1Cn1c(CNS(=O)(=O)c2ccccc2Cl)nc2cccnc21` → p53null 39C kill = 37%[activator]; GALK inh = -5%; TSG101-PTAP inh = 3%; NTMT1 inh = 5%; B2AR arrestin ag = 1%; FH mod = 2%; p53null 32C tox = -1%
# Profile of `CCOC(=O)c1sc(NC(=O)C(C)Sc2nc(-c3ccccc3)cc(C(F)(F)F)n2)c(C(=O)OC)c1C` (stereo unspecified) → p53null 39C kill = -16%; GALK inh = 3%; TSG101-PTAP inh = -1%; NTMT1 inh = 19%; B2AR arrestin ag = -2%; FH mod = -13%; p53null 32C tox = -1%

# The results go on:
SMILES,p53null 39C kill,GALK inh,TSG101-PTAP inh,NTMT1 inh,B2AR arrestin ag,FH mod,p53null 32C tox
CCOC(=O)c1ccc(NC(=O)c2c(NC(C)=O)sc3c2CCC(C)C3)cc1 (stereo unspecified),4%,0%,-7%,?,-2%,-13%,2%
Cc1ccc2c(CN3CCN(C(=O)c4ccc(Br)cc4)CC3)cc(=O)oc2c1,-18%,-6%,1%,-1%,0%,0%,-1%
CCC(=O)N1CCc2cc(CNC(=O)Nc3ccccc3Cl)ccc21,?,0%,-7%,-9%,0%,-9%,-5%
CCOc1ccc(NC(=O)c2cc(=O)c3ccc(C)c(C)c3o2)cc1,5%,-11%,-1%,-3%,-2%,-6%,15%
CC(Oc1ccccc1)C(=O)Nc1ccc(C(=O)OCc2cc(=O)n3ccsc3n2)cc1 (stereo unspecified),?,2%,-1%,-26%,1%,-23%,-11%
COc1cccc(CNC(=O)c2nn(C)c3c2CSc2ccccc2-3)c1,-19%,-1%,0%,?,-1%,-22%,0%
CCOC(=O)c1cccc(NS(=O)(=O)c2c(C)nc3sc(C)cn3c2=O)c1,-3%,1%,-1%,11%,0%,-2%,-10%
CCCCNC(=O)CSc1nc(-c2ccc(OC)cc2)cc(C(F)(F)F)n1,0%,4%,3%,8%,0%,-4%,-2%
COc1ccc(-n2nc(C(=O)Nc3cccc(C)n3)c3c4ccccc4n(C)c3c2=O)cc1Cl,-9%,-5%,-4%,0%,-2%,12%,3%
Cc1ccc(-c2nnc3c4ccccc4c(C)nn23)cc1NC(=O)c1ccccc1Cl,-27%,4%,-8%,?,-2%,6%,-3%
CC(=O)N1CCc2nc3sc(C(=O)c4ccc(F)cc4)c(N)c3c(C(F)(F)F)c2C1,-9%,5%,?,-6%,1%,?,-10%
CCOC(=O)c1oc2ccc(S(=O)(=O)n3nc(-c4cc(OC)c(OC)c(OC)c4)cc3N)cc2c1C,4%,-2%,-6%,11%,1%,-12%,6%
O=C1CN(C(=O)COc2ccc(Cl)cc2Cl)C(c2ccc(F)cc2)c2cc(F)ccc2N1 (stereo unspecified),-16%,-3%,-2%,4%,-2%,?,41%[activator]

# Source: PubChem BioAssay (National Center for Advancing Translational Sciences (NCATS))
